# Screens deposited in PubChem by National Center for Advancing Translational Sciences (NCATS).
# AT treatment: potential ataxia-telangiectasia treatments restoring KAP-1 phosphorylation. 0.19% of 320,000 active. Potency, µM (doses to about 57.5 µM), for the others: at the top dose activation, hits mostly activators. […] A-T fibroblasts, KAP-1 phosphorylation AlphaLISA; neocarzinostatin DNA damage 30 min before lysis. AID 485349; further: potency means the concentration at half of the fitted maximal effect; % of control where 0% means no effect; nearly all actives have a fitted effect of over 45% in size
#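 ATM-like activity read as KAP-1 phosphorylation via AlphaLISA donor/acceptor antibody pairs after lysis and 6 hr at 25C. Cells were ATM-null patient fibroblasts ([…], hTERT), dosed 60 min, then exposed to the DSB inducer NCS for 30 min.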
# BRCA1 expr up: BRCA1 expression activation | 1.1% of 380,000 active | MCF7-BRCA1-FFLuc reporter, luminescence, 48 h; response scale: scaled: vehicle 0%, 10 µM genistein 100% | AID 624202 | Potency, µM (highest dose often 46.1 µM), for the others: at the highest dose activation, hits mostly activators; further: potency means the concentration at half of the fitted maximal effect; nearly all actives have a fitted effect of over 80% in size; some results filed as inactive show a strong effect at the top dose
#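 Using MCF7 cells harboring a BRCA1 firefly luciferase reporter, plated 2 h before compound pinning, the screen measured luminescence after 48 h incubation. Responses were normalized to DMSO and 10 microM genistein, then fitted for concentration-effect.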
# p53 reactivator: restores transcriptional activity of mutant p53. 0.063% of 320,000 active. Potency, µM (series often up to 92.2 µM), for inactives: at the top dose activity change, positive = activation, actives largely listed as activators. AID 504706. H1299 p53-A138V BP100-luciferase reporter, luminescence, 24 h; further: potency means the concentration at half of the fitted maximal effect; % of control where 0% means no effect; nearly all actives have a fitted effect of over 45% in size
#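 H1299 (p53-null), stable ts p53-A138V + BP100-Luc; 1000 cells/well, Opti-MEM/10% FBS; cpd 4 pt, 1:5; 24 h, 37 deg C, 5% CO2; detection reagent 10 min RT; luminescence.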
# ELG1 repair inh: inhibitors of ELG1-dependent DNA repair in HEK293T cells. Potency, µM (titrated, usually from 46.1 µM), without a hit: top-dose activity change, negative = inhibition, most hits filed as inhibitors. HEK293T ELG1-luciferase reporter, luminescence, 16 h; DNA damage induced by 5-fluorouridine. 2.3% of 330,000 active. AID 504467; further: potency means the concentration at half of the fitted maximal effect; on the % scale 0 is the no-effect control and ±100 the full control effect; nearly all actives have a fitted effect of over 55% in size
#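 In this reporter screen, reduction of luminescence relative to DMSO vehicle indicated activity. Compounds and 5-fluorouridine were added together to 2,000 cells per well, incubated for 16 hr at 37 °C, then developed with ONE-Glo.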
# TRPV1 ag: human TRPV1 agonism. Q8NER1. TRPV1-expressing cells, Fluo-8 calcium influx, agonist mode. activation, % at 8.33 µM. 0.19% of 320,000 active. AID 540275; in the data active means activation above about 80%; inconclusive means between about 30% and that limit; further: 0% is about no effect
# Target sequence (Q8NER1 whole entry, looked up): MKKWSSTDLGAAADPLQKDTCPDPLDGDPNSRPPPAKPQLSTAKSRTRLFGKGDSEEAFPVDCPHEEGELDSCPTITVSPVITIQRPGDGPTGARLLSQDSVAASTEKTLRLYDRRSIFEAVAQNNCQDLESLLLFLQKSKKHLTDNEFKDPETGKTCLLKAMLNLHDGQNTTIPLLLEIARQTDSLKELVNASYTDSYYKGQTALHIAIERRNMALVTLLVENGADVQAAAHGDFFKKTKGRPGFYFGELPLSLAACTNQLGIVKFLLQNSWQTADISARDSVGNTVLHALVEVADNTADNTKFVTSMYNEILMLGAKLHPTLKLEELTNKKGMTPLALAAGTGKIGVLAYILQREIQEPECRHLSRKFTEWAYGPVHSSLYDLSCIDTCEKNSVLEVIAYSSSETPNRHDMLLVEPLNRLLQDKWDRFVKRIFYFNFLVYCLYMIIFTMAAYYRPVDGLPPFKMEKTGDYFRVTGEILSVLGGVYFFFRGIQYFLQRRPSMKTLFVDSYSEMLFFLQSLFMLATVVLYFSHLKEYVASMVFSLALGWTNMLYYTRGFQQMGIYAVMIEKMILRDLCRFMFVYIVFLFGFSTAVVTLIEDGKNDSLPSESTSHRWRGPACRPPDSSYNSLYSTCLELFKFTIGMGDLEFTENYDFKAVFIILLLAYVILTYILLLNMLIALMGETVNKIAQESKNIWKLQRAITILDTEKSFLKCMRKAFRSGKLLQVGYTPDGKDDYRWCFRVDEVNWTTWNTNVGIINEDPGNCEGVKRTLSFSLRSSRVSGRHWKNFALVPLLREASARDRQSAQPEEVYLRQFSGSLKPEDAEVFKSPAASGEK
#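 Cells expressing TRPV1 were dye-loaded with Fluo-8 and read kinetically: 10 s baseline, 3 min after compound (agonist portion), then 2 min after EC20 capsaicin (allosteric enhancer portion). Calcium-bound dye fluorescence at 480/520 nm.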
# PTAP TSG101 blk: blocks PTAP/TSG101 interaction to inhibit HIV-1 budding | Q99816 | Fluorescence polarization, FITC-PTAP peptide / Tsg101 binding | Potency, µM (titrated, usually from 115 µM), inactives show top-dose activity change, negative = inhibition, most hits filed as inhibitors | 340,000 tested, under 10 active | AID 493005; active means well fitted inhibition curve with a large enough effect in the main read-out, with a control signal flat, not every such curve was filed as active; inconclusive means small, poorly fitted or top-dose-only effect, or effect the other way, or a change in a side signal; inactive means no such curve, though single readings can be large or run the other way; further: potency means the concentration at half of the fitted maximal effect; % of control where 0% means no effect
#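 Compounds were pin-transferred onto Tsg101 binding domain (10 uM final) in HEPES pH 7.5 buffer, then FITC-PTAP peptide was added at 50 nM final. After 20 min at RT, polarization reported peptide displacement across a qHTS concentration series.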
# TCR activator: activates T cell receptor signaling; primary human leukocytes, anti-CD3, IL-2 HTRF, 48 h; Potency, µM (highest dose often 9.22 µM), inactives show at the highest dose activation of IL-2 secretion, actives largely listed as activators; 330,000 tested, under 10 active; further: % of control where 0% means no effect
#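 Compounds are tested in HTS on primary human leukocytes co-incubated with a-CD3 beads for 48 hr. IL-2 output is measured by time-resolved FRET.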
# CXXC DNA block: blocks binding of human MLL CXXC domain to DNA. MLL-CXXC / FITC-HOXA9 DNA fluorescence polarization. Potency, µM (highest dose often 115 µM), without a hit: top-dose activity change, negative = inhibition, actives largely listed as inhibitors. 0.037% of 290,000 active. Q03164. AID 2662; active means well fitted inhibition curve with a large enough effect in the polarisation, with a control signal flat, not every such curve was filed as active; inconclusive means small, poorly fitted or top-dose-only effect, or effect the other way, or a change in a side signal; inactive means no such curve, though single readings can be large or run the other way; the % refers to the polarisation; further: potency means the concentration at half of the fitted maximal effect
#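 Fluorescence polarization: 7 uM MLL-CXXC (stock) preincubated 5 min with compounds, then 50 nM fluorescein-HOX-A9 DNA (stock) added; 30 min ambient. Buffer 50 mM Tris-HCl pH 7.5, 50 mM NaCl, 1 mM DTT, 0.05% BSA.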
# a7 integrin act: integrin-mediated muscular dystrophy alleviation activation. Potency, µM (titrated, usually from 38.3 µM), for the others: at the highest dose activation, hits mostly activators. 0.064% of 350,000 active. alpha7betagal myoblasts, beta-gal FDG fluorescence, 48 h;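 further: potency means the concentration at half of the fitted maximal effect; 100% = response of the positive control SU9516; nearly all actives have a fitted effect of over 60% in size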
#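 alpha7betagal+/- myoblasts (passage 13, 250/well) treated 48 h at 37C with compounds at 1:260 dilution of DMSO stock. Lysed, then beta-galactosidase activity read as FDG fluorescence (ex 480/em 540) after 30 min, with pre-read for autofluorescence.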
# B2AR arrestin: agonists driving beta-arrestin recruitment to human beta2-adrenergic receptor; Potency, µM (titrated, usually from 46.1 µM), without a hit: top-dose activation, actives largely listed as activators; 0.02% of 330,000 active; P07550; beta-arrestin recruitment to beta2AR, cell-based reporter;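 further: potency means the concentration at half of the fitted maximal effect; 0% = DMSO controls and full agonism = EC100 isoproterenol or metaproterenol; nearly all actives have a fitted effect of over 65% in size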
# * = called active by the depositor; ? = inconclusive; / = not tested or not shown; [ ] = remark or other dose. Unless noted, the call rests on the fitted dose curve; in most records, active means well fitted curve in the direction sought with a large enough effect; inconclusive means small, poorly fitted or top-dose-only effect, or another doubt; inactive means no such curve, though single readings can be large; an effect the other way counts as inactive or inconclusive. Not a hit list (roughly 3.8% active in at least one column).
SMILES,AT treatment,BRCA1 expr up,p53 reactivator,ELG1 repair inh,TRPV1 ag,PTAP TSG101 blk,TCR activator,CXXC DNA block,a7 integrin act,B2AR arrestin
NCCNC(=O)c1c(NC(=O)c2ccccc2)sc2c1CCCC2,7%,-1%,/,11%,-1,-3%,-15%,?,-40%,-0.5%
COc1ccc(-c2cc(-c3nnc(COC(=O)c4ccc(O)cc4)o3)c3ccccc3n2)cc1OC,7%,-2%,-1%,?,-3,1%,4%,?,-8%,-0.8%
COc1ccc(NS(=O)(=O)c2ccc(N3CCOCC3)c(NC(=O)/C=C/C(=O)O)c2)cc1,/,0%,/,/,/,-2%,-1%,/,10%,/
C[N+]1(CC(=O)OCCCc2ccccc2)CCOCC1,10%,-8%,-1%,-5%,0,-5%,-6%,-2%,17%,-0.2%
CCOc1cccc(-c2cc(C(=O)N3N=C(C)CC3(O)C(F)F)c3ccccc3n2)c1 (stereo not given),-8%,-16%,7%,?,21,-1%,0%,7%,6%,0.4%
O=C(CSc1cccc[n+]1[O-])NC(=O)c1ccc(OC(F)F)cc1,-5%,-1%,7%,9%,0,1%,-10%,4%,4%,0.2%
O=C(c1n[nH]c2c1CCC2)N1CCCC(Nc2cccc(F)c2)C1 (stereo not given),5%,-1%,-1%,19%,16,-1%,-7%,0%,11%,0.3%
COc1ccccc1NC(=O)c1cc(Sc2nncn2C)nc2ccccc12,5%,-15%,-5%,-17%,-2,-8%,-2%,-5%,0%,-0.2%
Cc1oc2ccc(OCc3ccc(Cl)cc3)cc2c1C(=O)O,0%,45%,16%,-8%,-7,-1%,8%,41%[activator],20%,-0.3%
O=C(Nc1c[nH]c(=O)[nH]c1=O)c1ccc2c(c1)C(=O)N(c1cccc([N+](=O)[O-])c1)C2=O,4%,-2%,16%,14%,-1,-1%,-3%,-10%,9%,-0.4%
CCc1nc(NCC(C)C)c(C#N)c2c1COC(C)(C)C2,2%,1%,?,3%,1,-4%,-3%,6%,0%,0.2%
CCCCNC(=O)[C@@H]1CCCN1S(=O)(=O)c1cccc2cccnc12,9%,8%,-4%,4%,5,-2%,0%,/,-12%,0.1%
C=C1CCC[C@]2(C)C[C@H]3OC(=O)C(CNCCN(CC)CC)[C@H]3CC12 (stereo not given in full),21%,-48%,7%,14%,5,-2%,-6%,9%,-11%,-0.8%
Cc1onc(-c2c(Cl)cccc2Cl)c1C(=O)N1CCN(c2ccccc2)CC1,-1%,-41%,-5%,?,8,-4%,2%,0%,-3%,-0.2%
CCCc1cc(=O)oc2c(C)c(O[C@@H]3O[C@H](CO)[C@@H](O)[C@H](O)[C@H]3O)ccc12,9%,-23%,-5%,?,1,2%,-5%,?,13%,0.1%
CN1CCN(S(=O)(=O)c2ccc(C(F)(F)F)cc2)C(c2ccccc2)C1 (stereo not given),-11%,-26%,5%,-4%,9,0%,2%,/,?,-0.2%
Cc1nc(/C(=N/O)C(N)=O)cs1,-1%,-4%,-2%,-1%,-1,-7%,2%,-3%,0%,-0.5%
Cc1cc(C)c(C)c(S(=O)(=O)N2CCC(C(=O)Nc3ccc(S(=O)(=O)N4CCOCC4)cc3)CC2)c1C,9%,-59%,-1%,12µM*,1,0%,-4%,-4%,-38%[inhibitor],-0.6%
Cn1nnnc1Sc1ncnc2scc(Br)c12,7%,-29%,-13%,?,/,-7%,4%,/,/,-0.2%
CCOc1ccccc1C(C(=O)NC1CCCC1)N(Cc1ccco1)C(=O)CNC(=O)c1ccco1 (stereo not given),-1%,4%,3%,-8%,13,-2%,2%[46.1 µM],4%,-31%[inhibitor],-0.6%
C[C@@]12CC[C@H]3OC(=O)C=C3C1CC[C@@]13CC(CCC12)[C@](CO)(O[C@H]1O[C@H](CO)[C@@H](O)[C@H](O)[C@H]1O)C3 (stereo not given in full),-7%,6%,7%,-1%,8,0%,1%,/,2%,-0.2%
CCCCCN1C2=NCCN2c2ccccc21,2%,-13%,-12%,-11%,-3,-1%,-3%[46.1 µM],-8%,-4%,0.1%
COc1ccc(CCNC(=O)C2CC(c3ccccc3C(F)(F)F)=NO2)cc1 (stereo not given),-13%,0%,-7%,-9%,-8,-3%,2%,-5%,-10%,-0.2%
CC(C)C[C@H]1CN=C(N(C)C)N1CCCCc1ccccc1,-3%,1%,-9%,-4%,2,-1%,2%,/,-38%,-0.3%
CCN1CCc2nc(NC(=O)c3ccc4c(c3)OCCO4)sc2C1,-1%,4.5µM*,9%,?,9,1%,8%,5%,-19%,0.5%
Cc1ccc2[nH]c3nc(SCCN4CCOCC4)nnc3c2c1,0%,25%,26%,-9%,9,-3%,1%,12%,-2%,-0.1%
NC(=O)c1ccsc1NC(=O)CSc1nnc(C2CC2)n1Cc1ccccc1,0%,-3%,5%,-1%,1,-7%,0%,-6%,10%,0.4%
COc1ccc(/C=N/NC(=O)c2ccccc2)cc1OS(=O)(=O)c1ccccc1,1%,-22%,-2%,?,18,-1%,-2%[46.1 µM],3%,-15%,0.3%
CCS(=O)(=O)N1CCN(Cc2nc3ccccc3c(=O)[nH]2)CC1,-2%,-12%,-1%,-5%,5,-4%,-3%,-5%,-6%,-0.5%
Cc1cccc(NC(=S)N(CCCN2CCOCC2)Cc2ccccn2)c1,3%,-37%,-6%,16%,2,-1%,0%[46.1 µM],-4%,-8%,0.0%
CN1CCN(c2ccc(-c3cccc(NC(=O)COc4ccccc4)c3)nn2)CC1,9%,?,5%,?,-1,-2%,-2%,/,7%,-0.1%
O=C(O)c1ccccc1-c1nc2ccccc2c(=O)n1O,0%,6%,3%,4%,0,-8%,4%,-9%,19%,-0.3%
COc1ccccc1C(=O)N/C(=C\c1ccc(Br)cc1)C(=O)NCC(=O)O,2%,2%,-6%,6%,1,0%,-4%[46.1 µM],5%,0%,-0.6%
CC(C)Cn1c(=O)c2c(c3ccccc31)OC(C)C(=O)N2 (stereo not given),-2%,-8%,1%,13%,1,-4%,2%[46.1 µM],3%,17%,0.0%
CCCNC(=O)c1ccc(N2CCC3(CC2)CC(c2cccc(Br)c2)=NO3)c(NC(=O)c2c(Cl)cccc2Cl)c1,1%,-1%,1%,24%,-6,1%,-4%,/,3%,0.1%
CC(=O)NC1=NN(C(C)=O)C2(S1)C(=O)N(CC(C)C)c1ccc(C)cc12 (stereo not given),-19%,2%,-7%,-8%,1,0%,-4%,3%,4%,0.2%
CC(=O)OCC1=C(C(=O)O)N2C(=O)C(NC(=O)C(C)Cn3cc(Cl)cn3)C2SC1 (stereo not given),2%,-16%,9%,14%,0,0%,0%,-6%,-10%,0.0%
Cc1ccc(CNc2oc(C)nc2C#N)cc1,-2%,13%,-6%,12%,-3,-4%,8%,-1%,-12%,-0.6%
Cc1c(NC(=O)CN2C(=O)NC3(CCCC3)C2=O)c(=O)n(-c2ccccc2)n1C,-1%,-13%,0%,-5%,0,-2%,/,1%,3%,0.1%
CC1CC(C)(C)NC(=S)N1CC(=O)N1CCN(Cc2ccccc2)CC1 (stereo not given),-2%,0%,-2%,-13%,?,-3%,/,-6%,7%,-0.1%

# Continued, starting with the last 3 of the part before.
SMILES,AT treatment,BRCA1 expr up,p53 reactivator,ELG1 repair inh,TRPV1 ag,PTAP TSG101 blk,TCR activator,CXXC DNA block,a7 integrin act,B2AR arrestin
Cc1ccc(CNc2oc(C)nc2C#N)cc1,-2%,13%,-6%,12%,-3,-4%,8%,-1%,-12%,-0.6%
Cc1c(NC(=O)CN2C(=O)NC3(CCCC3)C2=O)c(=O)n(-c2ccccc2)n1C,-1%,-13%,0%,-5%,0,-2%,/,1%,3%,0.1%
CC1CC(C)(C)NC(=S)N1CC(=O)N1CCN(Cc2ccccc2)CC1 (stereo not given),-2%,0%,-2%,-13%,?,-3%,/,-6%,7%,-0.1%
CN(C)S(=O)(=O)N1CCN(C(=O)N(c2ccccc2)c2ccccc2)CC1,0%,-3%,3%,-15%,0,-8%,3%,8%,16%,0.0%
O=C(NCCc1ccc(Cl)cc1)c1cccnc1,-1%,23%,14%,?,15,-4%,-1%,-2%,0%,-0.7%
CCOc1ccc(NC(=O)/C(C#N)=C/c2cn(CC(=O)O)c3ccccc23)cc1,0%,15%,4%,?,-3,-6%,/,5%,-6%,0.3%
CCOC(=O)c1nnn(-c2nonc2N)c1C,1%,25%,3%,17%,-1,2%,1%,-18%,-1%,-0.2%
O=c1nc(N2CCOCC2)ccn1-c1nc(-c2ccccc2)oc1-c1ccccc1,-14%,-6%,2%,-17%,?,-2%,-2%,2%,-14%,-0.4%
Cc1nc(Cl)c2oc3ccccc3c2n1,-4%,14%,5%,3%,2,-8%,/,10%,-42%,-0.2%
c1ccc(-c2ccccc2-c2nc(-c3ccncc3)no2)cc1,/,10%,0%,5%,9,-1%,-1%,-4%,-2%,0.1%
